# POLH inh – qHTS for Inhibitors of Polymerase Eta; DNA polymerase eta (Homo sapiens), Q9Y253; recombinant Pol eta, fluorescent DNA replication assay; Potency, µM (doses to about 114 µM), inactives show top-dose activity change, negative = inhibition, hits mostly inhibitors; actives 1.2% (n = 390,000); AID 588591, 2011; note: potency is the fitted concentration of half-maximal effect; % is set by controls: 0 for no effect and ±100 for the full control effect
# Target sequence (Q9Y253 whole entry, looked up): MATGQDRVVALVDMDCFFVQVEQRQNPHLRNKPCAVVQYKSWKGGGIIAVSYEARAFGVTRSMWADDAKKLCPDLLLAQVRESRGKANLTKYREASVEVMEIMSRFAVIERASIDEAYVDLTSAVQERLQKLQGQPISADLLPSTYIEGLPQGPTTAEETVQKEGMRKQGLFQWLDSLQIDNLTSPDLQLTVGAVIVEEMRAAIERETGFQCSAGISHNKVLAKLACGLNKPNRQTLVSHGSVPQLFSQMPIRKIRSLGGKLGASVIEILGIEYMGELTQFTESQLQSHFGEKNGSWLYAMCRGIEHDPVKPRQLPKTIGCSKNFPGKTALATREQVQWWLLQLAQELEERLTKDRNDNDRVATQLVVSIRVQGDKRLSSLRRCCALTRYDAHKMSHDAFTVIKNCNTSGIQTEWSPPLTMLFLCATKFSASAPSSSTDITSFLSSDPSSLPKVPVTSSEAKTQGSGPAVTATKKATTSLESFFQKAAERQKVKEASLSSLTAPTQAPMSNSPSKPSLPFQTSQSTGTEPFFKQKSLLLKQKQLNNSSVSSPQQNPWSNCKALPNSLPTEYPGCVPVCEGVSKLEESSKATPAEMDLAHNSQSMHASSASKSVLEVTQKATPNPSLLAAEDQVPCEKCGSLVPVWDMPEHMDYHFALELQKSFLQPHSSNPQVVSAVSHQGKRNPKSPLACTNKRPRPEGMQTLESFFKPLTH
#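 Pol eta at 10 nM preincubated with compounds 15 min at room temperature; reaction started with fluorescent substrate (50 nM final) and read kinetically at 0 and 10 min.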
# Pol iota inh – qHTS for Inhibitors of Polymerase Iota. DNA polymerase iota (Homo sapiens), Q9UNA4. Potency, µM (doses to about 115 µM), for the others: at the highest dose activity, negative = inhibition, usual class: inhibitors. actives 1% (n = 390,000). Pol iota fluorescent replication assay, 10 min; note: potency is the fitted concentration of half-maximal effect
#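 Pol iota at 10 nM preincubated 15 min with compounds at room temperature; reaction started with fluorescent substrate, 50 nM final. Fluorescence read kinetically at 0 and 10 min; buffer-only wells as negative control.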
# BLM helicase inh – qHTS Assay for Inhibitors of Bloom's syndrome helicase (BLM); recombinant BLM DNA unwinding, fluorescence dequenching; Potency, µM (highest dose often 56.1 µM), inactives show at the top dose activity change, negative = inhibition, hits mostly inhibitors; actives 0.2% (n = 350,000);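 note: potency is the fitted concentration of half-maximal effect; plate controls were vehicle for no effect and no enzyme for full effect; nearly all actives have a fitted effect of over 35% in size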
# APE1 inh – qHTS Assay for Inhibitors of the Human Apurinic/apyrimidinic Endonuclease 1 (APE1); DNA repair nuclease/redox regulator APEX1 (Homo sapiens), P27695; recombinant APE1, TAMRA/BHQ-2 abasic DNA cleavage fluorescence; Potency, µM (series often up to 65.8 µM), inactives show at the highest dose activity change, negative = inhibition, usual class: inhibitors; actives 0.35% (n = 350,000); AID 2517, 2012;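 note: potency is the fitted concentration of half-maximal effect; plate controls were vehicle for no effect and reference inhibitor for full effect; nearly all actives have a fitted effect of over 55% in size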
#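 Activity was derived from the fluorescence gain between first and third kinetic reads (60 s intervals, ex 525/em 598 nm) after 50 nM THF-abasic TAMRA/BHQ-2 duplex was added to 0.75 nM APE1 preincubated 15 min with compound.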
# Glioma ERSR ind – qHTS for Inducers of the Endoplasmic Reticulum Stress Response (ERSR) in Human Glioma: qHTS | actives 0.02% (n = 420,000) | AID 602332, 2012 | U87-MG GRP78 promoter luciferase reporter, 16 h | Potency, µM, without a hit: at the highest dose activation, actives largely listed as activators; note: potency is the fitted concentration of half-maximal effect; series mostly up to about 76 µM; % of control where 0% means no effect; nearly all actives have a fitted effect of over 35% in size
#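 Stably transfected U87-MG glioma cells carrying a GRP78-based luciferase sensor; 16 h compound incubation. Luminescence end-point read 10 min after Bright-Glo addition at room temperature.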
# Pol kappa inh – qHTS for Inhibitors of Polymerase Kappa; purified Pol kappa, fluorescent DNA synthesis assay, 10 min; AID 588579, 2011; actives 0.53% (n = 400,000); DNA polymerase kappa (Homo sapiens), Q9UBT6; Potency, µM (top dose mostly 107 µM), for inactives: at the highest dose activity, negative = inhibition, hits mostly inhibitors; note: potency is the fitted concentration of half-maximal effect; % is set by controls: 0 for no effect and ±100 for the full control effect
#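 Readout: fluorescence, taken kinetically at 0 and 10 min. Conditions: 10 nM Pol kappa, 15 min RT compound preincubation, 50 nM substrate final. Controls: enzyme-free buffer wells.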
# Apoferritin bind – qHTS Assay for Identification of Novel General Anesthetics; Ferritin light chain (Equus caballus), P02791; apoferritin/1-aminoanthracene competitive binding, fluorescence; Potency, µM (highest dose often 77.5 µM), without a hit: at the top dose activity change, negative = displacement, most hits filed as inhibitors; actives 0.074% (n = 350,000); note: potency is the fitted concentration of half-maximal effect; % is set by controls: 0 for no effect and ±100 for the full control effect; nearly all actives have a fitted effect of over 20% in size
# Target sequence (P02791 2-175 limits assumed): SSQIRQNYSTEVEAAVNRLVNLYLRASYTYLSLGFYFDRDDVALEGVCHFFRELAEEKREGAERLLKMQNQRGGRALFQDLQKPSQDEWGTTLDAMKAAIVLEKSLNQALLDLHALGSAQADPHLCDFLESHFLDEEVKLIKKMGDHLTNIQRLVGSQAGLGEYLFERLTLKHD
#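 In PBS, apoferritin at 10 uM is loaded with 1-AMA from a 50% saturated solution. After 10 min of compound exposure at ambient temperature, reduced 535 nm fluorescence indicates probe displacement.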
# LDHA inh – qHTS assay for inhibitors of human lactate dehydrogenase; purified LDHA, NADH/diaphorase-resazurin fluorescence; hits give low values; AID 1347041, 2019; L-lactate dehydrogenase A chain (Homo sapiens), P00338; activity change, % (values are at about 110 or 230 µM); actives 0.15% (n = 480,000); in the data active = activity change below about -30%; inconclusive = mostly about -25% to -30%;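 note: plate controls were DMSO wells for no effect and wells without enzyme for full effect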
#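 LDH5 2 nM; NADH 0.06 mM, pyruvate 0.2 mM; 200 mM Tris pH 7.4, EDTA, Tween-20; 5 min RT. Detection: diaphorase 0.133 mg/mL + resazurin 37 µM, fluorescence ex540/em590 at 0 and 20 min; normalized to enzyme-free and DMSO wells.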
# Pol beta inh – qHTS Assay for Inhibitors of DNA Polymerase Beta; AID 485314, 2010; Pol beta primer extension/strand displacement, fluorescence kinetic; P06746; Potency, µM (titrated, usually from 114 µM), inactives show at the highest dose activity change, negative = inhibition, hits mostly inhibitors; actives 1.3% (n = 340,000); note: potency is the fitted concentration of half-maximal effect; % is set by controls: 0 for no effect and ±100 for the full control effect
#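 Preincubation: enzyme (10 nM) with compound, 15 min, RT. Reaction: substrate added to 50 nM final. Reads: 0 and 10 min. Analysis: normalized, Hill fit.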
# * hit, by the source's call; ? = inconclusive; . = not tested or not shown; & = joins results of further samples; [ ] = another dose, or the depositor's remark. Unless noted, calls come from the whole dose curve; as a rule, active = well fitted curve in the direction sought with a large enough effect; inconclusive = small, poorly fitted or top-dose-only effect, or another doubt; inactive = no such curve, though single readings can be large; an effect the other way counts as inactive or inconclusive. These rows are one share of the data; count on the stated rates, not on these rows.
SMILES,POLH inh,Pol iota inh,BLM helicase inh,APE1 inh,Glioma ERSR ind,Pol kappa inh,Apoferritin bind,LDHA inh,Pol beta inh
O=C(CN(Cc1ccccc1)S(=O)(=O)c1ccc(Br)cc1)N/N=C/c1ccccc1C(=O)O,0%,-2%,-3%,-7%,1%,-9%,-11%,-7,7%
O=C(NCc1ccc(Cl)cc1)c1ccc2ccccc2n1,-23%,29%,-10%,14%,8%,-1%,-3%,-5,8%
Cc1cc2nc(CO)[nH]c2cc1C,-9%,-3%,-3%,8%,8%,7%,-6%,0,7%
COc1ccc(-n2c(=O)c3ccccc3n(CC(=O)NCc3ccco3)c2=O)cc1,12%,-4%,-5%,1%,-5%,-20%,-14%,-9,5%
COc1ccc(OC)c(C(=O)NC(CC(N)=O)c2ccc(N3CCCCCC3)c([N+](=O)[O-])c2)c1 (stereo unspecified),-7%,-4%,-4%,17%,-3%,-1%,?,-2,-9%
Cc1nn2c(c1-c1ccccc1)NC1=C(C(=O)CCC1)C2c1ccccc1 (stereo unspecified),-12%,15%,0%,-4%,-1%,-4%,131%[activator],-6,?
NC(=O)c1ncn([C@@H]2O[C@H](CNCc3ccc(OCC(=O)Nc4ccccn4)cc3)[C@@H](O)[C@H]2O)n1,-11%,-15%,.,.,-3%,3%,.,-3,.
O=C(N/N=C/c1cccc(Cl)c1)C(c1ccncc1)N1CCOCC1 (stereo unspecified),-5%,7%,2%,0%,-6%,-1%,27%,-6,-1%
COC(=O)CCCC1=CC2=C(c3ccccc3)C(=O)C(C)(OC(=O)C3CCCC3)C(=O)C2=CN1c1ccc(OC)cc1 (stereo unspecified),7%,-20%,-11%[12.4 µM],2%[12.4 µM],-1%,-6%,-9%,12,17%
O=C1NC(=Nc2cccc(O)c2)S/C1=C\c1cccc([N+](=O)[O-])c1,?,57%[activator],-9%,4%,?,-21%,-4%,-14,-15%
CC(=O)Nc1ccc(S(=O)(=O)N(C)CC(=O)Nc2cccc(S(=O)(=O)N3CCCC3)c2)cc1,-25%,39%[activator],.,-10%,-1%,-9%,.,-11,.
COc1ccc(Nc2cc(Nc3cc(OC)c(OC)c(OC)c3)ncn2)cc1,-11%,162%[activator],-3%,12%,-7%,1%,-10%,-4,26%
CCOc1ccc(CNC(=O)c2ccc(Sc3ccc(C)cc3)c(NC(C)=O)c2)cc1OC,?,3%,-29%,7%,-3%,-13%,2%,-2,-21%
CCCn1cc(SCC(=O)NCc2ccc3c(c2)OCO3)c2ccccc21,-10%,15%,-2%,-8%,-2%,2%,-1%,3,-5%
Cc1cc(C(=O)CSc2nc(N)cc(=O)[nH]2)c(C)n1-c1ccc(OC(F)F)cc1,-10%,173%[activator],-9%,-2%,7%,-10%,-14%,-7,5%
CCOC(=O)c1c(C)[nH]c(CCC(=O)NCc2ccc(CC)cc2)c1C,-1%,7%,-1%,.,-4%,-8%[60.1 µM],-11%,-1,-1%
Cc1nc2c(=O)oc3ccccc3c2n1-c1ccccc1,-16%,-17%,1%,1%,-4%,9%,-14%,-2,11%
CCCCC1(C)Nc2ccccc2-c2nc3ccccc3n21 (stereo unspecified),-22%,13%,-2%,-4%,4%,0%,44%[activator],0,-3%
CCC(C(=O)NCCc1ccccc1)n1nc(C)n2c(cc3sccc32)c1=O (stereo unspecified),-14%,13%,1%,.,-2%,3%,-7%,-11&-5,22%
CCc1cccc2c(-c3ccccc3)nc(SCC(=O)Nc3ccccc3)nc12,15%,16%,-1%,.,-3%,7%,-3%,-3,35%

# By substructure: the compounds so far containing an NH in an aromatic ring.
SMILES,POLH inh,Pol iota inh,BLM helicase inh,APE1 inh,Glioma ERSR ind,Pol kappa inh,Apoferritin bind,LDHA inh,Pol beta inh
Cc1cc2nc(CO)[nH]c2cc1C,-9%,-3%,-3%,8%,8%,7%,-6%,0,7%
Cc1cc(C(=O)CSc2nc(N)cc(=O)[nH]2)c(C)n1-c1ccc(OC(F)F)cc1,-10%,173%[activator],-9%,-2%,7%,-10%,-14%,-7,5%
CCOC(=O)c1c(C)[nH]c(CCC(=O)NCc2ccc(CC)cc2)c1C,-1%,7%,-1%,.,-4%,-8%[60.1 µM],-11%,-1,-1%

# Retrieved one by one from the list above:
SMILES,POLH inh,Pol iota inh,BLM helicase inh,APE1 inh,Glioma ERSR ind,Pol kappa inh,Apoferritin bind,LDHA inh,Pol beta inh
O=C(CN(Cc1ccccc1)S(=O)(=O)c1ccc(Br)cc1)N/N=C/c1ccccc1C(=O)O,0%,-2%,-3%,-7%,1%,-9%,-11%,-7,7%
COc1ccc(Nc2cc(Nc3cc(OC)c(OC)c(OC)c3)ncn2)cc1,-11%,162%[activator],-3%,12%,-7%,1%,-10%,-4,26%

# Later entries
SMILES,POLH inh,Pol iota inh,BLM helicase inh,APE1 inh,Glioma ERSR ind,Pol kappa inh,Apoferritin bind,LDHA inh,Pol beta inh
COc1ccc(NC(=O)N2CCC3(CC2)CCN(C(=O)c2csnn2)CC3)cc1,.,.,2%,2%,-4%,-3%[60.1 µM],.,.,.
COc1ccc(CNC(=O)c2ccc3c(c2)CCN3S(=O)(=O)c2ccccc2)cc1,7%,-19%,-3%,.,0%,-9%,34%[activator],-1,4%
O=C(CCNS(=O)(=O)c1ccc(F)c(F)c1)NCCN1CCOCC1,-17%,30%[activator],.,14%,1%,-10%,.,-6,.
Cn1cc(/C=N/NC(=O)COc2ccccc2[N+](=O)[O-])c2ccccc21,-3%,-6%,3%,-3%,1%,-5%,-13%,-9,-20%
C=CCN1C(=O)CN=C1Nc1ccc(OC)cc1OC,5%,2%,0%,-6%,0%,-21%,-10%,2,10%
CCCNC(=O)c1c(O)c2c([nH]c1=O)CCCC2,-9%,-8%,-7%,6%,3%,-4%,-9%,-2,-26%
COC(=O)c1cccc(NC(=O)NC23CC4CC(CC(C4)C2)C3)c1,-15%,0%,-1%,-11%,-5%,-9%,?,-4,-3%
CC(C)c1ccc(S(=O)(=O)c2cc3cc(Br)ccc3oc2=O)cc1,-16%,5%,1%,3%,-1%,-14%,-1%,-9,-10%
CSc1ccccc1C(=O)OCC(=O)N1CCCCCC1,-4%,-2%,.,12%,2%,-2%,.,-6,.
CCCCC(=O)Nc1cc(-c2nc3ccccc3o2)ccc1OC,-16%,20%,-4%,.,4%,1%,-9%,5&-8,1%
COc1ccc(CCN(C)CC(=O)Nc2cc(C)nc3ccccc23)cc1OC,-17%,53%[activator],-3%,-4%,-4%,4%,-9%,-24,-8%
Cc1ccc(/C=N/c2sc3c(c2C(N)=O)CCCC3)o1,-20%,27%,-4%,-1%,3%,4%,-12%,2,57%
O=C(O)CCc1ccc(-c2ccc(Br)cc2)n1-c1ccccc1O,-18%,6%,-1%,.,?,2%,-6%,3,2%
C/C(=N/NC(=O)CN1CCN(Cc2ccccc2Cl)CC1)c1cccnc1,-21%,-10%,-1%,10%,-1%,-1%,-12%,-3,1%
C/C(=N\NC(=O)c1ccc(CSc2nncn2C)cc1)c1ccc(Cl)cc1,-18%,-4%,-1%,4%,-1%,3%,-7%,-7,20%
O=C(NN1CCOCC1)c1cc(-c2cccc(Cl)c2)nc2ccccc12,-8%,-2%,4%,2%,-3%,-7%,-7%,-11,12%
Cc1ccc2nc(N(Cc3cccnc3)C(=O)COc3ccccc3)sc2c1,-9%,5%,-6%,.,2%,-14%[60.1 µM],0%,-2,1%
CCOc1ccc(C(=S)NC2CCCCC2)cc1OC,-16%,-15%[58.9 µM],-6%,-2%,1%,-4%,-12%,-12,9%
COc1ccc(COC(=O)CN2C(=O)NC3(CC(C)CC(C)(C)C3)C2=O)cc1F (stereo unspecified),2%,-7%,.,27%,-6%,-5%,.,-9,.
CC1(C)CC(=O)N(CC(=O)NC2CCCC2)c2ccccc2S1(=O)=O,-6%,3%,1%,-7%,-3%,17%,0%,3,11%
Cc1ccc(CN=c2c([N+](=O)[O-])nn(-c3ccc4c(c3)OCCO4)n2O)cc1,-7%,11%,3%,4%,1%,-8%,?,-7,1%
Clc1ccccc1CSc1nncn2c1cc1occc12,-1%,?,-3%,.,-2%,-18%,-15%,-3,3%
COc1ccc(Br)cc1S(=O)(=O)NCCCN1CCOCC1,-2%,-17%,-4%,3%,-3%,-4%,?,-7,2%
Cc1ccc2c(c1)-c1c(cnn1CC(=O)N1CCCN(Cc3ccccc3F)C1)CO2,-25%,-29%,0%,0%,-3%,-3%,-14%,-4,-14%
Cc1cc(N2C(=O)C(=O)/C(=C(/O)c3ccccc3)C2c2cccs2)no1 (stereo unspecified),-10%,?,2%,-1%,-9%,-7%,-18%,-6,-2%

# Screening results: PubChem BioAssay, National Center for Advancing Translational Sciences (NCATS)
